# GCN5L2 inh – blocks human GCN5L2 histone acetyltransferase. AID 504327. GCN5L2 HAT assay, ThioGlo1 CoA-SH fluorescence. actives 0.21% (n = 390,000). Q92830. Potency, µM (top dose mostly 58.9 µM), inactives show top-dose activity change, negative = inhibition, most hits filed as inhibitors; active means well fitted inhibition curve with a large enough effect; inconclusive means small, poorly fitted or top-dose-only effect, or another doubt; inactive means no such curve, though single readings can be large or run the other way
# Target sequence (Q92830 whole entry, looked up): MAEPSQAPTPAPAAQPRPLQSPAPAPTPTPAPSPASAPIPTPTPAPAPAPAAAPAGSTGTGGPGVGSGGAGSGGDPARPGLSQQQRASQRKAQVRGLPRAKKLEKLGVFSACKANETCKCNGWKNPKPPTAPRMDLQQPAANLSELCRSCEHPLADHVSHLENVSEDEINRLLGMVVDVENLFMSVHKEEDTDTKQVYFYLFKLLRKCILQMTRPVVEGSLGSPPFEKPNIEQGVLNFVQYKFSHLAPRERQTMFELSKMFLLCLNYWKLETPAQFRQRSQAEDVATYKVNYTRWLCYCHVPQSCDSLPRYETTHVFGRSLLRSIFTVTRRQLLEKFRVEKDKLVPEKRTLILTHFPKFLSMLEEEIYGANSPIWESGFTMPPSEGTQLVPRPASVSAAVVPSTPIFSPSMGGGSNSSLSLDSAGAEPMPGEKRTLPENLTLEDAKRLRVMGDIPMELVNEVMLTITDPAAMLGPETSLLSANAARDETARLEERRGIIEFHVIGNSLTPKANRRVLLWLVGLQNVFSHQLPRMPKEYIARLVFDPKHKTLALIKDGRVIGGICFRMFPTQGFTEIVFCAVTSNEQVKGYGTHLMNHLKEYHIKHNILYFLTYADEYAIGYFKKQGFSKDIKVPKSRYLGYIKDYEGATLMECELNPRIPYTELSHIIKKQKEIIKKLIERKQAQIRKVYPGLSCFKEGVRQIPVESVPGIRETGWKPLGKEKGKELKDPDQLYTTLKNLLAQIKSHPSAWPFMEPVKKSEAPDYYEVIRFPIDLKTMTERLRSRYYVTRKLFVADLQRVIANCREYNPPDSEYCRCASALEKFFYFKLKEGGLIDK
#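 GCN5L2 (20 nM) in 50mM HEPES pH 7.5, 0.1mM EDTA, 0.01% Tween-20 preincubated 15 min with compounds at room temperature. Reaction started with H3(1-25) 75uM, acetyl-CoA 70uM, ThioGlo1 50uM; CoA-thiol fluorescence (Ex340/Em540) read at 0 and 20 min.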
# * = called active by the depositor; ? = inconclusive; & = joins results of further samples; [ ] = dose if it differs, or a comment. On the % scale 0 is the no-effect control and ±100 the full control effect; potency means the concentration at half of the fitted maximal effect. A portion of the library; rates above refer to the full screens.
GCN5L2 inh | SMILES
0.7% | CCOc1ccccc1Nc1nc(-c2sc(NC(=O)c3ccc([N+](=O)[O-])cc3)nc2C)cs1
-16.0% | OCCN1CCN(C(c2cccs2)c2ccc3cccnc3c2O)CC1 (stereo unspecified)
-2.6% | Cn1c(SCC(=O)N=Nc2c(O)[nH]c3ccccc23)nc2ccccc21
0.0% | CCn1c(=N)c(S(=O)(=O)c2ccc(Cl)cc2)cc2c(=O)n3ccccc3nc21
-2.5% | O=C(O)c1cc(-c2ccccc2)n[nH]1
-8.4% | C=C1/C(=C\C=C2/CCC[C@]3(C)[C@@H]([C@H](C)/C=C/[C@@H](O)C4CC4)CC[C@@H]23)C[C@@H](O)C[C@@H]1O
-0.8% | CCOC(=O)c1cc(OC(=O)c2cc(Cl)ccc2OC)n(-c2ccccc2)n1
-11.7% | COc1ccc(OC)c(-c2nnc3n2N=C(c2ccc(OC)c(OC4CCCC4)c2)CS3)c1
-6.2% | CC(C)(C)c1ccc(O)c(N)c1
-0.2% | O=C(NCCCN1CCN(c2ccc(F)cc2)CC1)c1cnn(-c2ccc(F)cc2)c1-n1cccc1
5.2% | O=C(CNC(=O)c1ccccc1)NCCc1ccc(O)c(O)c1
-6.6% | CCOc1ccc(N(CC(=O)Nc2ccc(OC)cc2)S(=O)(=O)c2ccc(Cl)cc2)cc1
-5.2% | CC(C)N1CCc2c(sc(NC(=O)c3ccc([N+](=O)[O-])o3)c2C(N)=O)C1
-5.1%[12.7 µM] | Cc1cc2c(c(=O)n1-c1ccccc1)C1O[C@](c3ccsc3)(Cc3ccccc31)O2
20µM* | O=C(OC1CCCCC1)c1ccc2c(c1)C1C=CCC1C(C(=O)O)N2 (stereo unspecified)
18.9% | Cc1cc(F)c(Nc2ncnc3cc(OCc4ccccc4)ccc23)cc1O
? | N=c1oc2cc(O)ccc2cc1C(=O)Nc1ccccn1
3.8% | COc1ccc(C(=O)NC2(C(F)(F)F)C(=O)NC(C)=C2C#N)cc1 (stereo unspecified)
7.7%[21.4 µM] | CN(N=O)C(=O)N[C@H]1[C@@H](O)[C@H](O)[C@H](CO)O[C@@H]1O
-2.2% | OCC1O[C@@H](O[C@@H]2C(CO)OC(O)C(O)C2O)C(O)C(O)C1O (stereo partly specified)
-9.1% | COc1cccc(/C=N/N2C(=O)C3C4c5ccccc5C(c5ccccc54)C3C2=O)c1OC (stereo unspecified)
-0.9% | O=C(COc1ncnc2scc(-c3ccccc3)c12)NCCN1C(=O)CSC1=O
-4.8% | CC(=O)Nc1ccc(NC(=O)CN2C(=O)CC(c3ccco3)Sc3ccccc32)cc1 (stereo unspecified)
-20.3% | CCCCCCCCCCCCCC[C@@H](O)[C@@H](O)[C@H](CO)NC(C)=O
6.6%[21.4 µM] | CCN[C@@H]1CN(CCCOC)S(=O)(=O)c2sc(S(N)(=O)=O)cc21
-2.0% | Cc1nc(N2CCCCC2)sc1C=O
1.3% | O=c1c2ccccc2nc2c3ccccc3c(NCCN3CCOCC3)nn12
-2.6% | O=C(NCCN1C(=O)S/C(=C\c2cccs2)C1=O)c1ccc(=O)[nH]c1
-4.5% | Cc1ccc2oc3c(SCc4nc5ccccc5[nH]4)nc(C)nc3c2c1
-12.3% | COc1cc2oc(=O)cc(-c3ccc(-c4cccc(N)c4)cc3)c2c(OC)c1OC
-5.7% | COc1ccc(-c2cnnc(N/N=C/C(C)=C/c3ccccc3)n2)cc1
-10.1% | C[C@@H]1OC(O[C@H]2[C@H](Oc3cc(O)c4c(=O)c(O)c(-c5ccc(O)cc5)oc4c3)O[C@H](CO)[C@@H](O)[C@@H]2O)[C@H](O)[C@H](O)[C@H]1O (stereo partly specified)
-14.8% | CCCC(=O)OCc1cnc(C)c2oc(=O)c(C(=O)Nc3ccccc3)cc12
? | CCOC(=O)N1CCN(c2ncnc3c2cnn3-c2ccc(Cl)cc2)CC1
-9.0% | O=C(CN1C(=O)CC(c2ccco2)Sc2ccccc21)Nc1ccc(OC(F)(F)F)cc1 (stereo unspecified)
-1.9% | CCN1CCc2c(OCC(=O)Nc3cccc(C)c3C)cccc2C1=O
-20.6% | COc1ccc(OCc2cc(C(=O)NC3CCOC(C)(C)C3)no2)c2ccccc12 (stereo unspecified)
-8.9% | CC(C)(C)c1ccc(C(=O)N2CCC(=O)N([C@H](COCc3ccc(Cl)cc3)Cc3ccccc3)CC2)cc1
-5.5% | Cc1ccc2cc3c(N)c(C(=O)N4CC(=O)Nc5ccccc54)sc3nc2c1
3.5% | CCOC(=O)c1noc2ncn(CC(=O)Nc3cccc(Cl)c3)c(=O)c12
-10.0% | Cc1cnc(C(=O)Nc2ccc(C(=O)N(C)C3CCCCC3)cc2)cn1
1.7% | Cc1ccccc1Nc1nnc(SCc2nc3ccccc3c(=O)[nH]2)s1
19.1% | Cc1cc(C)c2[nH]c(=O)c(CN(Cc3ccco3)C(=O)c3cccs3)cc2c1
-3.1% | COC(=O)[C@@H]1CC[C@H](C)[C@@H](c2ccc(C)cc2)N1C(=O)c1ccc(/C=N/OC[C@@H](O)[C@H]2O[C@@H]3OC(C)(C)O[C@@H]3[C@H]2O)cc1
-14.4% | CSCC[C@@H]1NC(=O)[C@@H](NC(=O)[C@H](CCCNC(=N)N)NC(=O)[C@H](CC(C)C)NC(=O)[C@H](CCSC)NC(=O)[C@H](CC(=O)O)NC(=O)[C@H](Cc2ccccc2)NC(=O)[C@@H](N)CC(=O)O)CSSC[C@@H](C(=O)N[C@@H](Cc2c[nH]c3ccccc23)C(=O)N[C@@H](CCC(N)=O)C(=O)N[C@@H](Cc2ccc(O)cc2)C(=O)O)NC(=O)[C@@H]2CCCN2C(=O)[C@H](CCCNC(=N)N)NC(=O)[C@H](Cc2ccccc2)NC(=O)[C@H](C(C)C)NC(=O)[C@H](CCCNC(=N)N)NC(=O)CNC(=O)[C@H](CC(C)C)NC1=O
0.2% | COc1ccc(OC)c(S(=O)(=O)NC(N)=NCCc2ccccc2OC)c1
-13.3% | CN(Cc1ccco1)c1ncnc2ccc(-c3ccc4c(c3)OCCO4)cc12
20.6% | O=C1CCSc2ccc(S(=O)(=O)Nc3ccc(Cl)c(C(F)(F)F)c3)cc2N1
-7.0% | CCN(CC)c1ccc(NC(=O)c2c(C)nn(-c3ccc(F)cc3)c2-n2cccc2)c(C)c1
3.7% | CCOC(=O)Cn1c(=O)n(C2CCCCC2)c2nc(-c3ccc(Cl)cc3)nc(C(N)=O)c21

# Next part
GCN5L2 inh | SMILES
-5.6%&-4.7% | NC(=O)C1CCN(c2nc(-c3ccc4ccccc4c3)cs2)CC1
-2.8% | CC(=O)N1c2ccccc2C(C)(c2ccc(C)cc2)CC1(C)C (stereo unspecified)
-2.2% | CCC(=O)N1CC2(CC(c3cccc(NC(=O)COc4ccc(Cl)cc4)c3)=NO2)C[C@@H]1C(N)=O (stereo partly specified)
-7.6% | Cn1c(=O)c2c(SCC(=O)N3CCOCC3)nc(C3CCCCC3)nc2n(C)c1=O
-7.2%[21.4 µM] | CC(=O)OCC(=O)[C@@]12OC(C)(C)O[C@@H]1C[C@H]1[C@H]3C[C@H](F)C4=CC(=O)C=C[C@@]4(C)[C@]3(F)[C@H](O)C[C@@]12C
-15.3% | C=CC[C@@H]1[C@H](O)CC[C@@]2(C)[C@H]1CC[C@@H]1[C@@H]2CC[C@]2(C)C([C@H](C)CCCC(C)C)CC[C@@H]12 (stereo partly specified)
-5.4% | COCCCn1c(-c2ccc(OC)cc2)nc2nc3ccccc3nc21
-2.1% | CC(C)C[C@@H](C(=O)N[C@@H](Cc1c[nH]c2ccccc12)C(N)=O)N1C[C@]2(CCCN2C(=O)[C@H](Cc2ccccc2)NC(=O)[C@H](Cc2ccccc2)NC(=O)[C@H](CCC(N)=O)NC(=O)[C@H](CCC(N)=O)NC(=O)[C@@H]2CCCN2C(=O)[C@H](CCCCN)NC(=O)[C@@H]2CCCN2C(=O)[C@@H](N)CCCNC(=N)N)CC1=O
-7.3% | c1ccc(COc2ccc(-c3sc(Nc4ccccc4)n[n+]3-c3ccccc3)cc2)cc1
-4.8% | COc1ccc(N2CCN(C(=O)CN3C(=O)COc4ccc(S(=O)(=O)N5CCC(C)CC5)cc43)CC2)cc1

# Single entries from the list:
# CCC(=O)N1CC2(CC(c3cccc(NC(=O)COc4ccc(Cl)cc4)c3)=NO2)C[C@@H]1C(N)=O (stereo partly specified) in GCN5L2 inh = -2.2%
# CC(=O)N1c2ccccc2C(C)(c2ccc(C)cc2)CC1(C)C (stereo unspecified) in GCN5L2 inh = -2.8%

# Later entries
GCN5L2 inh | SMILES
-4.8% | CCNc1nc(C#N)nc2c1ncn2-c1cc(F)cc(F)c1
-3.9% | CC(=O)[C@@H]1[C@@H]2C(=O)N(c3ccc(F)c(Cl)c3)C(=O)[C@@H]2C2c3ccccc3C=CN21 (stereo partly specified)
6.8% | CC1(C)Cc2nc3sc4c(N5CCCC5)nnnc4c3cc2CO1
1.2% | N=c1c(S(=O)(=O)c2ccc(Cl)cc2)cc2c(=O)n3ccccc3nc2n1CCc1ccccc1
11.2% | COc1ccc(NC(=O)CSc2nnc(-c3ccc(C)cc3)o2)cc1
-8.8%&-8.9% | O=C(NCC#CCSc1nnc(-c2cccc3ccccc23)o1)c1cccs1
-13.6% | CCOC(=O)C1CCN(C(=O)CCS(=O)(=O)c2cc3c(cc2Cl)NC(=O)CO3)CC1
25.2% | OC[C@H]1OC(O)(CN2CCOCC2)[C@H](O)[C@@H]1O (stereo partly specified)
-4.8% | CNC1C(OC2C(O[C@@H]3C(O)C(O)[C@@H](N=C(N)N)C(O)C3N=C(N)N)OC(C)[C@@]2(O)CO)OC(CO)C(O)C1O (stereo partly specified)
-11.2% | C=CCn1c(SCC(=O)OC)nc2sc3c(c2c1=O)CCN(C)C3
-8.8% | Cc1ccc(NC(=O)N(Cc2cccs2)Cc2cc3cc4c(cc3[nH]c2=O)OCO4)cc1
-9.8% | COc1ccc(OC)c(NC(=O)CN2C(=O)CC(c3ccco3)Sc3ccccc32)c1 (stereo unspecified)
38.7%[activator] | NC(N)=NCCC[C@H](NC(=O)[C@H](Cc1ccccc1)NC(=O)[C@@H]1CCCN1C(=O)[C@H](CO)NC(=O)[C@H](Cc1ccccc1)NC(=O)CNC(=O)[C@@H]1CCCN1C(=O)[C@@H]1CCCN1C(=O)[C@@H](N)CCCN=C(N)N)C(=O)O
6.3% | CC1=C(C(=O)Nc2ccc(Cl)cc2)C2(CCCCC2)C(C(N)=O)C(=S)N1 (stereo unspecified)
? | O=c1oc2c(CN3CCCCCC3)c(O)ccc2cc1-c1nc2ccccc2[nH]1
-16.8% | Fc1ccccc1Nc1nc2c(s1)CCc1ccccc1-2
-12.5% | CC(C)[C@@H]1NC(=O)[C@H](CCCCN)NC(=O)[C@@H](Cc2c[nH]c3ccccc23)NC(=O)[C@H](Cc2ccc(O)cc2)NC(=O)[C@@H](NC(=O)[C@H](N)Cc2ccccc2)CSSC[C@@H](C(=O)N[C@@H](Cc2c[nH]c3ccccc23)C(N)=O)NC1=O
0.9% | Cn1c(=O)c(C(=O)COC(=O)c2cc(C(F)(F)F)nc3c(C(F)(F)F)cccc23)c(N)n(CC2CC2)c1=O
-5.1% | CCC[C@H](NC(=O)[C@H](Cc1ccc(O[S+](=O)([O-])O)cc1)NC(=O)OC(C)(C)C)C(=O)NCC(=O)N[C@@H](Cc1c[nH]c2ccccc12)C(=O)N[C@@H](CCC)C(=O)N[C@@H](CC(=O)OCCc1ccccc1)C(=O)O
-11.1% | COc1ccc(O[C@H]2C=C[C@@H](c3ccccc3)O[C@@H]2CO/N=C(\C)CCN2CCCCc3nc(C)c(C)cc32)cc1
-1.1% | Cc1ccc(NC(=O)C2CCCN(S(=O)(=O)c3ccc4c(c3)CCCC(=O)N4)C2)cc1Cl (stereo unspecified)
-4.4% | CCC(=O)NC(c1ccco1)c1cc(Br)c2cccnc2c1O (stereo unspecified)
1.0% | O=C(COC(=O)c1ccccc1NS(=O)(=O)c1cc([N+](=O)[O-])ccc1Cl)c1ccccc1
0.3% | COc1cccc(C(=O)NC2CCN(CC(=O)Nc3c(C)cc(C)cc3C)CC2)c1
-10.5% | COC(=O)[C@@]1(Cc2ccc(OC)cc2)[C@H]2c3cc(C(=O)N4CCCC4)n(Cc4ccc(C)o4)c3C[C@H]2CN1C(=O)c1ccccc1
? | Oc1ccc(/C=N/Nc2ccc(C(F)(F)F)cn2)c(O)c1
-0.3% | Cc1nnc(NC(=O)CCC(=O)N2CCN(CCc3ccccc3)CC2)s1
-3.5% | COc1ccc(-c2nsc3c(N4CCN(S(=O)(=O)c5ccccc5)CC4)ncnc23)cc1
-10.2% | COc1cccc(NC(=O)Nc2cccc(-c3cn4cccnc4n3)c2)c1
-0.1% | Cc1ccc(C(=O)c2oc3ccccc3c2NC(=O)COc2ccccc2C)cc1

# Structural class, the compounds so far containing a furan ring, fused or not
GCN5L2 inh | SMILES
-5.2% | CC(C)N1CCc2c(sc(NC(=O)c3ccc([N+](=O)[O-])o3)c2C(N)=O)C1
-4.8% | CC(=O)Nc1ccc(NC(=O)CN2C(=O)CC(c3ccco3)Sc3ccccc32)cc1 (stereo unspecified)
-4.5% | Cc1ccc2oc3c(SCc4nc5ccccc5[nH]4)nc(C)nc3c2c1
-9.0% | O=C(CN1C(=O)CC(c2ccco2)Sc2ccccc21)Nc1ccc(OC(F)(F)F)cc1 (stereo unspecified)
19.1% | Cc1cc(C)c2[nH]c(=O)c(CN(Cc3ccco3)C(=O)c3cccs3)cc2c1
-13.3% | CN(Cc1ccco1)c1ncnc2ccc(-c3ccc4c(c3)OCCO4)cc12
-9.8% | COc1ccc(OC)c(NC(=O)CN2C(=O)CC(c3ccco3)Sc3ccccc32)c1 (stereo unspecified)
-4.4% | CCC(=O)NC(c1ccco1)c1cc(Br)c2cccnc2c1O (stereo unspecified)
-10.5% | COC(=O)[C@@]1(Cc2ccc(OC)cc2)[C@H]2c3cc(C(=O)N4CCCC4)n(Cc4ccc(C)o4)c3C[C@H]2CN1C(=O)c1ccccc1
-0.1% | Cc1ccc(C(=O)c2oc3ccccc3c2NC(=O)COc2ccccc2C)cc1
